MCF10A rereplic – A quantitative high throughput screen for small molecules that induce DNA re-replication in MCF 10a normal breast cells; MCF 10A DNA re-replication, Hoechst nuclear intensity, 48 h; Potency, µM (top dose mostly 46.1 µM), for the others: top-dose activity, positive = re-replication, most hits filed as activators; 350,000 tested, 2.9% active; further: potency means the concentration at half of the fitted maximal effect; % of control where 0% means no effect; nearly all actives have a fitted effect of over 50% in size
SW480 rerep – A quantitative high throughput screen for small molecules that induce DNA re-replication in SW480 colon adenocarcinoma cells; 340,000 tested, 1.8% active; SW480 DNA re-replication, Hoechst DNA content imaging, 48 h; Potency, µM (doses to about 46.1 µM), inactives show at the top dose re-replication activation, most hits filed as activators; further: potency means the concentration at half of the fitted maximal effect; % of control where 0% means no effect; nearly all actives have a fitted effect of over 55% in size
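Quantitative HTS format with DMSO vehicle controls; 48 hr drug incubation at 37 C, then 40 min Hoechst staining and scanning imager measurement at 405 nm excitation.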
HT1080-NT tox – qHTS for induction of synthetic lethality in tumor cells producing 2HG: qHTS for the HT-1080-NT fibrosarcoma cell line | 360,000 tested, 1.6% active | HT-1080-NT fibrosarcoma viability, CellTiter-Glo ATP luminescence, 48 h | Potency, µM (doses to about 46.1 µM), inactives show top-dose activity, negative = less viability, hits mostly cytotoxic;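 further: NT is the 2HG producing partner of a matched IDH1 knockdown line; potency means the concentration at half of the fitted maximal effect; 0% = DMSO-treated cells and -100% = media-only wells without cells; nearly all actives have a fitted effect of over 55% in size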
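Viability by CellTiter-Glo luminescence after 48 h compound exposure at 37C of HT-1080-NT cells (750/well, RPMI, 5% FBS). % activity scaled between DMSO wells and medium-only wells, then curve-fitted and categorized by curve class.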
KB-V1 MDR tox – qHTS assay for MDR1-selective chemotherapeutics: Primary screen using the drug-selected MDR subline cells KB-V1. KB-V1 MDR cells viability, CellTiter-Glo, 72 h. Potency, µM (doses to about 46.1 µM), for inactives: top-dose activity change, negative = cytotoxicity, usual class: cytotoxic. 400,000 tested, 3.4% active; further: potency means the concentration at half of the fitted maximal effect; on the % scale 0 is the no-effect control and ±100 the full control effect; nearly all actives have a fitted effect of over 60% in size
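qHTS viability screen in drug-selected KB-V1 MDR cells: 72 h compound treatment at 37 degrees C, ATP luminescence end point.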
HT1080 IDH1KD tx – qHTS for induction of synthetic lethality in tumor cells producing 2HG: qHTS for the HT-1080-IDH1KD cell line | HT-1080 IDH1 knockdown viability, ATP luminescence, 48 h | Potency, µM (doses to about 46.1 µM), without a hit: top-dose activity, negative = toxicity, most hits filed as cytotoxic | 360,000 tested, 2% active;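 further: potency means the concentration at half of the fitted maximal effect; 0% = DMSO wells and -100% = cell-free medium wells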
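Using the IDH1-knockdown HT-1080 line run in the same batch and compound series as the NT line, viability after 48 h at 37 °C was determined by CellTiter-Glo luminescence and expressed as % activity.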
IL-1B inflam inh – qHTS for Inhibitors of Inflammasome Signaling: IL-1-beta AlphaLISA Primary Screen; THP-1 LPS/ATP IL-1B secretion, AlphaLISA, 16 h; hits give low values; activity change, % at 57.5 µM; 360,000 tested, 4.7% active; AID 743279, 2014; in the data active means activity change below about -50%; inconclusive means mostly about -30% to -49%; further: on the % scale 0 is the no-effect control and ±100 the full control effect
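Secreted IL-1B measured by AlphaLISA bead assay after 16 h compound exposure of THP-1 cells; compounds (final up to 57.5 uM) added 1 h before LPS (250 ng/mL) and ATP (1.25 mM) stimulation; lower signal means less secretion.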
HEK293 tox – qHTS of GLP-1 Receptor Inverse Agonists: Cytotox Screen | HEK293 cAMP-luciferase reporter cells, luminescence, 24 h | Potency, µM (top dose mostly 38.3 µM), for the others: at the top dose activity change, negative = inhibition, usual class: inhibitors | 410,000 tested, 0.13% active;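 further: loss of luciferase light is scored as toxicity; potency means the concentration at half of the fitted maximal effect; on the % scale 0 is the no-effect control and ±100 the full control effect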
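Luminescence readout: signal drop marks cytotoxicity. Plated cells grew 12 h at 37 °C, 5% CO2, received 23 nL compound for 24 h, then got luciferase reagent, read after 12 min at RT.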
KB-3-1 tox – qHTS assay for MDR1-selective chemotherapeutics: Primary screen using the parental adenocarcinoma cell KB-3-1. KB-3-1 viability, CellTiter-Glo ATP luminescence, 72 h. 400,000 tested, 1.4% active. AID 1347075, 2019. Potency, µM (series often up to 46.1 µM), for inactives: at the highest dose activity change, negative = cytotoxic, usual class: cytotoxic; further: potency means the concentration at half of the fitted maximal effect; on the % scale 0 is the no-effect control and ±100 the full control effect; nearly all actives have a fitted effect of over 60% in size
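KB-3-1 parental drug-naive adenocarcinoma cells in DMEM/10% FBS, incubated 72 h at 37 C with pin-transferred compounds across a concentration series. Viability by CellTiter-Glo luminescence; concentration-response curves fitted after normalization.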
DRD3 agonist – qHTS of D3 Dopamine Receptor Agonist: qHTS; D(3) dopamine receptor (Homo sapiens), P35462; 410,000 tested, 0.58% active; max activation, %; AID 652048, 2013; D3R DiscoveRx beta-arrestin cells, luminescence, 90 min; in the data active means max activation above about 30%; further: 0% is about no effect; mostly tested at two doses, the higher about 12 µM
Target sequence (P35462 whole entry, looked up): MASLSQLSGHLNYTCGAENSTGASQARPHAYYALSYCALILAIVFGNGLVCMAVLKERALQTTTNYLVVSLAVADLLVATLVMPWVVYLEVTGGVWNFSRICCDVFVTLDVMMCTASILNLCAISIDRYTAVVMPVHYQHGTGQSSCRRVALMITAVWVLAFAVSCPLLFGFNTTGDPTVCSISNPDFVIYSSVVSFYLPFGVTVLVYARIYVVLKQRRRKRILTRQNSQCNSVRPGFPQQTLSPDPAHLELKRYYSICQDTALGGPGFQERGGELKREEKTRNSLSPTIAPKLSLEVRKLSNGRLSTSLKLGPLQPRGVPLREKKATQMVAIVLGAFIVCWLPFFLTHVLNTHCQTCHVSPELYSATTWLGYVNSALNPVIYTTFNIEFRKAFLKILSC
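Agonist-mode cell screen: cells plated at 1500/well and incubated overnight at 37 °C, then exposed to library compounds for 90 min at 37 °C. Detection reagent was added for 30–60 min at room temperature, and luminescence was read.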
An asterisk follows results filed as active; u = inconclusive; x = not tested or not shown. Unless noted, the call rests on the fitted dose curve; in most records, active means well fitted curve in the direction sought with a large enough effect; inconclusive means small, poorly fitted or top-dose-only effect, or another doubt; inactive means no such curve, though single readings can be large; an effect the other way counts as inactive or inconclusive. The order is random (roughly 11% active in at least one column).

Start of the data: the first four entries (preview)
SMILES	MCF10A rereplic	SW480 rerep	HT1080-NT tox	KB-V1 MDR tox	HT1080 IDH1KD tx	IL-1B inflam inh	HEK293 tox	KB-3-1 tox	DRD3 agonist
COc1ccccc1NC(=O)CCC(=O)N(Cc1ccc(OC)c(OC)c1)c1nccs1	1%	-2%	4%	-10%	3%	27	5%	3%	1
CCOc1cc(/C=N/O)ccc1OCc1ccc([N+](=O)[O-])cc1	13%	10%	-10%	0%	-11%	5	-10%	15%	-1
Cc1nn(C)c(C)c1S(=O)(=O)N1CCC(C(=O)NC2CCCCC2)CC1	-2%	12%	-1%	-7%	-6%	12	29%	-1%	-3
O=C(c1ccccc1)c1cc2c(cc1[N+](=O)[O-])OCCO2	-4%	18%	-19%	10%	-13%	-10	2%	3%	-3

All compounds of this part, previewed entries included:
SMILES	MCF10A rereplic	SW480 rerep	HT1080-NT tox	KB-V1 MDR tox	HT1080 IDH1KD tx	IL-1B inflam inh	HEK293 tox	KB-3-1 tox	DRD3 agonist
COc1ccccc1NC(=O)CCC(=O)N(Cc1ccc(OC)c(OC)c1)c1nccs1	1%	-2%	4%	-10%	3%	27	5%	3%	1
CCOc1cc(/C=N/O)ccc1OCc1ccc([N+](=O)[O-])cc1	13%	10%	-10%	0%	-11%	5	-10%	15%	-1
Cc1nn(C)c(C)c1S(=O)(=O)N1CCC(C(=O)NC2CCCCC2)CC1	-2%	12%	-1%	-7%	-6%	12	29%	-1%	-3
O=C(c1ccccc1)c1cc2c(cc1[N+](=O)[O-])OCCO2	-4%	18%	-19%	10%	-13%	-10	2%	3%	-3
C/C(=N\NC(=O)c1ccncc1)c1cccs1	-3%	-18%	-6%	12%	-3%	7	-15%	3%	0
COc1ccccc1CNC(=O)COC(=O)C1CCN(c2ccc(C(F)(F)F)cn2)CC1	8%	4.6µM*	5%	13%	0%	16	5%	2%	0
COCCNC(=O)c1onc(CSc2cccc(OC)c2)c1C(=O)O	3%	-11%	28%	-11%	8%	8	u	3%	3
Cc1ccc(CNc2ccc(N3CCOCC3)c(C(=O)O)c2)s1	0%	0%	-4%	25%	3%	21	3%	1%	-4
O=C(Nc1ccccc1N1CCCC1)C1CCN(C(=O)c2ccc(Cl)cc2)CC1	0%	-2%	2%	u	3%	u	6%	u	-1
N#Cc1nc(-c2ccco2)oc1N1CCC(Cc2ccccc2)CC1	25%	5%	6%	u	3%	-10	3%	-9%	-1
O=C1CSC(=S)N1N=Cc1ccc(Cl)s1	24%	0%	-2%	-15%	-4%	-2	11%	4%	4
N#CCSc1nnc(C2CCCCC2)n1-c1ccccc1	12%	0%	8%	0%	8%	-16	6%	2%	-1
CCOc1ccc(S(=O)(=O)Nc2cccc(OC)c2)c2cccnc12	x	x	x	-4%	x	x	-11%	-10%	-1
O=c1cc(CO)occ1OCc1cccc(F)c1	-2%	-6%	5%	-6%	14%	0	1%	6%	-4
CCC(C)[C@H](NC(=O)N1CCn2c1nc1ccccc12)C(=O)NCCc1ccc(OC)c(OC)c1 (stereo partly drawn)	13%	-5%	-11%	-5%	0%	-9	-29%	1%	5
CC1(C)CC(=O)C=C(Nc2ccccc2C#N)C1	2%	5%	3%	4%	10%	33	3%	7%	-1
CCc1ccccc1N1C(=O)C(Cl)=C(N2CCOCC2)C1=O	-4%	-1%	3%	7%	12%	-5	6%	2%	8
Cc1ccccc1C(=O)Nc1ccccc1Sc1ccccc1	u	2%	-7%	-2%	-16%	9	0%	1%	-6
Cc1ccc2c(c1)c(=O)c(Br)c(C)n2Cc1ccccc1	u	1%	6%	18µM*	1%	39	-20%	u	11
COCCn1c(=S)[nH]c2cc(C(=O)N3CCc4ccccc4C3)ccc2c1=O	-4%	-5%	-15%	u	-7%	34	0%	-1%	4
CCCc1nnc(-c2ccc(OC)cc2)o1	1%	3%	26%	21%	25%	5	-16%	2%	3
C/C(=N\NC(=O)c1ccccn1)C12CC3CC(CC(C3)C1)C2	-7%	-11%	-4%	9%	0%	-8	-5%	2%	-9
CC(NC(=O)c1cccc(Cn2cc([N+](=O)[O-])cn2)c1)c1ccc(C(C)(C)C)cc1 (stereo not drawn)	u	0%	-1%	21µM*	u	-21	-2%	8%	-8
COc1cc(NC(=O)CC(C)n2ccnc2)cc(OC)c1 (stereo not drawn)	0%	-6%	0%	-2%	3%	7	-2%	-4%	-5
Cc1c(Cl)cccc1-n1c(SCC(=O)NCc2cccs2)nnc1-c1ccncc1	u	-3%	8%	-17%	1%	7	-17%	-3%	5
CCCC(=O)Nc1ccc(C(=O)N/N=C/c2cccnc2)cc1	-7%	-10%	u	u	u	2	0%	1%	-9
O=C(CN1CCOCC1)Nc1ncc(Cc2cccc3ccccc23)s1	u	22%	u	13µM*	0%	-15	-26%	-7%	0
CCn1c(Sc2ccc([N+](=O)[O-])cn2)nnc1-c1ccco1	6.5µM*	8%	12µM*	u	18µM*	-82*	u	21µM*	-4
FC(F)(F)c1cc(Oc2ccccc2)ncc1-c1nnc(-c2ccccc2Cl)o1	u	-5%	1%	7%	19%	u	5%	-2%	2
C/C=C/c1ccc(OCCn2nnc3ccccc32)c(OC)c1	22%	-8%	-16%	u	-4%	0	16%	-26%	2
Cc1ccc(C(=O)Nc2ccncc2)cc1S(=O)(=O)N1CCCCC1	x	x	-2%	15µM*	-17%	32	-10%	u	2
Cc1cc(Nc2nc(Cl)c(Cl)cc2Cl)n(-c2ccccc2)n1	u	26%	u	u	u	23	-17%	12µM*	-18
C/C(=N\NC(=O)C1COc2ccccc2O1)c1ccc(Cl)s1 (stereo not drawn)	5%	-6%	3%	-4%	1%	11	-10%	13%	-1
COc1ccc(CNC(=O)CN(Cc2ccccc2Cl)C(=O)c2csnn2)cc1	-1%	-15%	0%	u	-3%	4	-15%	-8%	-22
CCCCCCN1C=CC(=C/C=C(\C#N)C(=O)OCC)C=C1	6%	-3%	-8%	8.2µM*	3%	0	-26%	-19%	0
COc1ccccc1CNC(=O)Cc1csc2nc(-c3ccccc3)cn12	x	x	x	-6%	x	x	-5%	2%	6
Cc1nc(CC(C)C)cc(C(=O)N2CCCC(CNS(=O)(=O)c3cccs3)C2)n1 (stereo not drawn)	-6%	26%	-3%	0%	0%	4	6%	0%	-1
COc1ccc(CCNC(=O)c2ccc3ccccc3n2)cc1OC	22%	-6%	-16%	-14%	-11%	-2	-15%	u	12
O=C(C[n+]1ccccc1)c1ccc(Cl)cc1	0%	3%	16%	3%	-2%	3	10%	1%	-2
COc1cccc(NC(=O)C2(C)CCN2Cc2ccc(-c3ccccc3)o2)c1 (stereo not drawn)	x	x	-12%	u	u	-8	7%	u	0
COC(=O)CSc1nc2c(c(-c3ccc(C)o3)c1C#N)CCCC2	-3%	-14%	2%	-13%	-1%	36	2%	7%	22
COc1ccc(-c2noc(CCC(=O)NCCCN3CCN(c4ccc(F)cc4)CC3)n2)cc1	26%	u	-13%	8%	-9%	0	0%	-20%	-13
CCNC(=O)C1(C)CCCN1Cc1cccc(C(F)(F)F)c1 (stereo not drawn)	x	x	12%	3%	5%	31	-3%	0%	7
COc1ccc(-c2ncc(CN3CCC(CO)(Cc4cccc(OC)c4)CC3)cn2)cc1	u	6%	-24%	-15%	u	3	23%	0%	1
COc1cc(CN2CCC(C(=O)N3CCCC(C)C3)CC2)cc(OC)c1O (stereo not drawn)	18%	-3%	-2%	10%	1%	22	-5%	-6%	-9
Cc1nc(NS(=O)(=O)c2ccccc2)sc1NC(=O)Nc1ccccc1	-9%	2%	2%	u	-1%	1	-9%	-7%	4
COc1cc2c(cc1OC)CC(=O)NC=C2	-1%	-2%	8%	-1%	3%	2	1%	0%	-3
CC(=O)N1CCN(S(=O)(=O)c2ccccc2)C1c1ccccc1 (stereo not drawn)	-2%	5%	-7%	6%	-26%	4	3%	-11%	26
O=C(Nc1ccccc1N1CCCC1)c1ccc(F)c(S(=O)(=O)N2CCOCC2)c1	13%	2%	7%	-25%	10%	5	0%	-5%	4
CCc1nn(CC(=O)Nc2cc(C)cc(C)c2)c(=O)c2cc3sccc3n12	x	x	x	0%	x	x	-11%	-8%	-8
Cc1ccccc1C(=O)Nc1nnc(S(=O)(=O)N(C)Cc2ccc(Cl)cc2)s1	x	x	x	5%	x	x	12%	8%	5
COc1ccccc1NCc1nnc(-c2ccccc2)o1	-2%	-1%	3%	0%	-1%	-1	-10%	4%	1
CC(C)C(=O)Nc1ccc(C(=O)Nc2nnc(C(C)C)s2)cc1	-2%	3%	0%	0%	4%	-17	-41%	8%	2
CNC(=O)CN(C1CCCCC1)S(=O)(=O)c1ccc(F)cc1	-13%	3%	9%	-3%	12%	13	-19%	18%	3
Cc1ccc(N2C(=O)N3[C@H](c4ccc(F)cc4)[C@@H]4C(=O)N(C5CCCCC5)C(=O)[C@@H]4[C@]3(Cc3ccccc3)C2=O)cc1	4%	-18%	12%	21%	5%	0	-1%	0%	2
Cc1ccc(-n2ncc3c(Nc4ccc5c(c4)OCCO5)ncnc32)cc1C	x	x	x	0%	x	x	-6%	-8%	48*
CC(=O)c1ccc(Oc2nc(-c3cccnc3)nc3ccccc23)cc1	-1%	-1%	-1%	-5%	-3%	0	-2%	1%	4
Cc1cccc(N2CCN(c3ccc(NC(=O)/C=C\C(=O)O)cc3)CC2)c1	3%	-5%	-22%	11%	-14%	-21	17%	10%	-5

Screens from PubChem.
